AmpC inh detg: inhibitors of E. coli AmpC beta-lactamase with detergent; AmpC hydrolysis of nitrocefin, absorbance 480 nm, 0.01% Triton; Potency, µM (titrated, usually from 114 µM), for inactives: top-dose activity change, negative = inhibition, hits mostly inhibitors; 370,000 tested, 0.041% active; AID 485294;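 further: potency means the concentration at half of the fitted maximal effect; 0% = no-compound wells and -100% = no-enzyme wells; nearly all actives have a fitted effect of over 25% in size; some results filed as inactive show a strong effect at the top dose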
Target sequence (P00811 whole entry, looked up): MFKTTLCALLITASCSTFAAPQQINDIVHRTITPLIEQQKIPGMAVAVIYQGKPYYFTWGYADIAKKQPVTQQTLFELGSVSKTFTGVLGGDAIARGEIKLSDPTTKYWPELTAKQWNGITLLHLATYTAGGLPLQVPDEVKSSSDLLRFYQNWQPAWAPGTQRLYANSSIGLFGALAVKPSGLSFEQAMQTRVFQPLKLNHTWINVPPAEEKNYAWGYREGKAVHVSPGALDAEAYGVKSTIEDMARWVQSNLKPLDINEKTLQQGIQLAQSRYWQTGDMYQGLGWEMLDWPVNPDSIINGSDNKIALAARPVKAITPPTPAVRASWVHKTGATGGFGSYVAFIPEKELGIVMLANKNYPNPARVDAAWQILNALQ
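AmpC (5.3 nM in the dispensed reagent) in 20 mM phosphate pH 7.0 with 0.01% (detergent screen) or 0.0001% Triton X-100 was preincubated with compounds for 15 min at room temperature. Nitrocefin was then added from an 800 uM solution, and hydrolysis was followed at 480 nm.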
CHX counter: counter-screen hit for Shiga toxin inhibitors, cycloheximide | cell reporter, cycloheximide protein synthesis inhibition counterscreen | max response, % | 300,000 tested, 12% active | AID 2314; in the data active means max response mostly above about 13%, no sharp cut-off; inactive means mostly below about 14%; further: read at 38.3 µM for the half of the compounds with a filed dose; 0% is about no effect
Shiga inhibitor: blocks Shiga toxin action in Vero cells; Vero cells, Shiga toxin protein synthesis inhibition reporter; inhibition, % at 38.7 µM; 290,000 tested, 9.2% active; in the data active means inhibition mostly above about 28%, no sharp cut-off; inactive means mostly below about 43%; further: 0% is about no effect
AMA1 RON2 block: disrupts binding of P. falciparum AMA1 to RON2; AlphaScreen AMA1-biotinylated RON2 peptide binding; Potency, µM (top dose mostly 58.2 µM), inactives show at the top dose activity change, negative = inhibition, usual class: inhibitors; 360,000 tested, 0.2% active;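 further: potency means the concentration at half of the fitted maximal effect; 0% = vehicle wells and -100% = peptide control; nearly all actives have a fitted effect of over 45% in size; some results filed as inactive show a strong effect at the top dose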
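AMA1 (3D7) with his tag at 25 nM final met compounds first, then biotinylated RON2 peptide at 25 nM; detection used donor plus acceptor beads, 10 µg/mL apiece, read by AlphaScreen after 30 min at room temperature.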
AmpC no deterg: blocks E. coli AmpC beta-lactamase in detergent-free assay | Potency, µM (top dose mostly 57.1 µM), without a hit: top-dose activity change, negative = inhibition, actives largely listed as inhibitors | 330,000 tested, 0.52% active | AID 485341 | AmpC nitrocefin hydrolysis, absorbance 480 nm, 0.0001% Triton | P00811;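 further: potency means the concentration at half of the fitted maximal effect; plate controls were no compound for no effect and no enzyme for full effect; nearly all actives have a fitted effect of over 20% in size; some results filed as inactive show a strong effect at the top dose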
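20 mM phosphate pH 7.0 + 0.01% (detergent screen) or 0.0001% Triton X-100; 5.3 nM AmpC reagent; cpd preinc 15 min RT; nitrocefin (800 uM stock) to start; A480 q20 s × 4 min; Activity was normalised to no-enzyme and no-compound control wells.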
Giardia FBPA inh: blocks Giardia fructose-bisphosphate aldolase activity | A8B2U2 | purified Giardia FBPA | Potency, µM (series often up to 59.6 µM), for the others: top-dose activity, negative = inhibition, actives largely listed as inhibitors | 290,000 tested, 0.71% active | AID 2451; further: potency means the concentration at half of the fitted maximal effect; on the % scale 0 is the no-effect control and ±100 the full control effect; nearly all actives have a fitted effect of over 55% in size
Target sequence (A8B2U2 whole entry, looked up): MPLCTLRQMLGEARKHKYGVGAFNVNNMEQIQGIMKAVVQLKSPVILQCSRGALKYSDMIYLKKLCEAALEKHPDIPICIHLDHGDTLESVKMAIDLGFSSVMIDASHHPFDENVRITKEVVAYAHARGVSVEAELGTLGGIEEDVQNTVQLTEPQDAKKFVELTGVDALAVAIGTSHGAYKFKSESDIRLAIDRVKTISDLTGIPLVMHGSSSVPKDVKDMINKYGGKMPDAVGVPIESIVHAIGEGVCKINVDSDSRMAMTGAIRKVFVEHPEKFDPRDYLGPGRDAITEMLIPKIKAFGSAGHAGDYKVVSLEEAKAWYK
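Giardia FBPA (40 nM reagent) was preincubated 10 min at RT with compound (up to 57.5 uM final), then substrate plus GAPDH/TPI/NAD/arsenate coupling system with diaphorase/resazurin was added; resorufin fluorescence (525/598 nm) was read after 20 min.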
HCMV antiviral: blocks human cytomegalovirus replication; 410,000 tested, 4.5% active; HFF cells, HCMV-luciferase reporter, 72 h; stronger effect = lower value; activity change, negative = inhibition, % at 57.5 µM; in the data active means activity change below about -60%; inconclusive means no clear call, values can overlap the other calls; inactive means above about -39%; further: on the % scale 0 is the no-effect control and ±100 the full control effect
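Two-dose cell screen: HFF monolayers treated with compounds and infected with luciferase-expressing HCMV at 1 PFU/cell, 72 h at 37C, then lysed for luciferase measurement.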
Active calls of the source: *; ? = inconclusive; · = no result given; [ ] = another dose, or the depositor's remark. Unless noted, the call rests on the fitted dose curve; in most records, active means well fitted curve in the direction sought with a large enough effect; inconclusive means small, poorly fitted or top-dose-only effect, or another doubt; inactive means no such curve, though single readings can be large; an effect the other way counts as inactive or inconclusive.

SMILES	AmpC inh detg	CHX counter	Shiga inhibitor	AMA1 RON2 block	AmpC no deterg	Giardia FBPA inh	HCMV antiviral
CSc1ccc(/C=C(/NC(=O)c2ccco2)C(=O)N2CCCCCC2)cc1	?	-1	-3	1%	57%	4%	40
CN=C1NN=C(c2cc(C)n(-c3ccc(Cl)cc3)c2C)CS1	-12%	59*	136*	13%	-37%	6%	-30
O=c1[nH]c2cc3c(cc2cc1CN(CCCO)Cc1nnnn1Cc1ccc(F)cc1)OCO3	-10%	-2	-8	2%	0%	5%	-1
CC(=O)Nc1ccc2nc(-c3ccc(Br)o3)[nH]c2c1	-6%	55*	58*	-6%	-16%	-28%	20
CCCCCCC12CCC(C(=O)O)(CC1)CC2	?	-3	6	·	-19%	29%	·
COc1ccc(CC2(CO)CCN(Cc3ccc4nsnc4c3)CC2)cc1	-2%	1	-3	1%	9%	2%	-12
COc1ccc(NC(=O)CC2C(=O)N(Cc3ccccc3)C(=S)N2CCN2CCOCC2)cc1 (stereo unspecified)	4%	-3	-12	-1%	137%[activator]	-4%	?
O=c1c(C=NCCN2CCNCC2)c(-c2ccccc2)[nH]n1-c1ccc([N+](=O)[O-])cc1	-3%	10	19	·	10%	5%	·
CC1CN(c2ccc(C(=O)c3ccccc3C(=O)O)cc2[N+](=O)[O-])CC(C)O1 (stereo unspecified)	-1%	1	2	-1%	-38%	6%	9
CC(C)CNC(=S)N1CCN(C(c2ccccc2)c2ccccc2)CC1	-9%	-5	8	-22%	-56%	-1%	-12
CC(C)(C)OC(=O)NCCCCCNC(=O)c1ncn(Cc2ccccc2)c1C(=O)NCCCCCNC(=O)OC(C)(C)C	·	·	·	-5%	78%[activator]	·	-8
COc1ccc(C2=NN(CC(=O)Nc3ccccc3C)C(=O)CC2)cc1	5%	12*	12	13%	-3%	1%	27
CC[n+]1c(SC)ccc2cc(OC)ccc21	-5%	-2	-9	-15%	-12%	1%	-8
Cc1c(C(=O)N2CCN(S(C)(=O)=O)CC2)oc2ccccc12	-4%	9.2*	17	-15%	-1%	-4%	-20
CN(C)C(=O)c1ccc(NC(=O)CSc2nnc(-c3cccs3)n2N)cc1	?	·	·	-4%	-14%	·	-6
CCCNC(=O)CNC(=S)N(Cc1cc(OC)c(OC)c(OC)c1)C1CCCC1	-13%	-4	-8	3%	78%[activator]	-1%	-15
C#CCSc1nc(C)cc(C(=O)OCC)c1C#N	-9%	2	-1	10%	-9%	7%	-4
CC1(C)CC(=O)C=C(c2ccc(OC(F)(F)F)cc2)C1	-1%	·	·	-3%	22%	·	-8
O=C(Nc1cccc(-c2ccc(F)cc2)c1)C1CCCN(C(=O)c2cscn2)C1 (stereo unspecified)	-2%	-5	-5	-7%	65%[activator]	·	?
CC(C)c1ccc(N2C(=O)C3C4C=CC(CC4)C3C2=O)cc1 (stereo unspecified)	-19%	-1	-5	-9%	28%	5%	-11
Cn1cccc1/C=N/NC(=O)Cn1cnc2ccccc21	?	-1	2	15%	-19%	5%	-11
CC(NC(=O)Oc1ccccc1)C(c1cccs1)N1CCOCC1 (stereo unspecified)	-5%	0	14	3%	-3%	4%	-24
CCOC(=O)C(Cc1ccc(O)cc1)NC(=O)CNC(=O)C(CC(C)C)NC(=O)OC(C)(C)C (stereo unspecified)	-1%	-5	-9	23%[11.6 µM]	25%	5%	-9
Cc1ccccc1C(=O)Nc1cccc(-c2nnc(SCC(=O)O)n2C)c1	-3%	-1	-11	1%	-20%	7%	17
COC(=O)c1ccc(CSc2nnnn2-c2ccccc2)o1	?	-1	-14	-8%	-32%	3%	18
O=C(/C=C/c1ccccc1Cl)NNC(=O)c1ccncc1	7%	·	·	104%[activator]	-25%	·	-4
Cc1cc(N2CCN(c3ccc([N+](=O)[O-])c4cccnc34)CC2)c2ccccc2n1	?	-3	-5	0%	0%	-23%	·
CCOC(=O)c1cn(C2CC2)c2c(F)c(F)c(F)cc2c1=O	0%	-1	-22	5%	-3%	13%	-2
Cc1ccc(Cl)cc1N1CCN(S(=O)(=O)c2ccc3c(c2)OCCO3)CC1	4%	-3	12	-2%	-36%	2%	-1
Cn1c(CSc2nc3ccccc3n2C)nc2ccccc21	5%	19*	48	5%	0%	·	-17
CSc1cccc(-n2ccc(=O)c(C)c2C)c1	-1%	-1	-4	-7%	0%	-17%	40
N#C/C(=C\c1ccc(OCc2ccc(C(=O)O)cc2)cc1)C(=O)N1CCOCC1	-13%	99*	179*	-5%	-10%	10%	-4
O=c1[nH]c2ccccc2cc1CN(CC1CCCO1)S(=O)(=O)c1ccc(Cl)cc1 (stereo unspecified)	-3%	-3	-3	-5%	-20%	1%	?
Cc1cc(/C(N)=N/OC(=O)c2cccc(Cl)c2)no1	1%	59*	111*	-6%	-18%	0%	72
COc1ccc2nc(Nc3sc4c(c3C(N)=O)CCCC4)sc2c1	?	42*	59*	20%	-37%	-25%	15
CCCNS(=O)(=O)c1cccn1-c1ncc(C(F)(F)F)cc1Cl	2%	-2	-7	12%	-7%	0%	7

Among those listed so far, two have a cyano group:
SMILES	AmpC inh detg	CHX counter	Shiga inhibitor	AMA1 RON2 block	AmpC no deterg	Giardia FBPA inh	HCMV antiviral
C#CCSc1nc(C)cc(C(=O)OCC)c1C#N	-9%	2	-1	10%	-9%	7%	-4
N#C/C(=C\c1ccc(OCc2ccc(C(=O)O)cc2)cc1)C(=O)N1CCOCC1	-13%	99*	179*	-5%	-10%	10%	-4

Continued.
SMILES	AmpC inh detg	CHX counter	Shiga inhibitor	AMA1 RON2 block	AmpC no deterg	Giardia FBPA inh	HCMV antiviral
CCC(Oc1ccccc1)C(=O)Nc1ccccc1N1CCCC1 (stereo unspecified)	7%	-3	-9	3%	-9%	-12%	·
Cc1cccc(N2CCN(C(=S)Nc3ccc4nc(N5CCOCC5)cc(C)c4c3)CC2C)c1 (stereo unspecified)	3%	8	-10	0%	-12%	-17%	1
O=C(NNC(=O)c1cc(Cl)ccc1[N+](=O)[O-])c1csc(N2CCOCC2)n1	-14%	·	·	140%[activator]	-13%	·	-8
COc1ccc(OC)c(C(=O)Cn2cnc3ccccc3c2=O)c1	-4%	-3	-10	3%	-9%	5%	-26
CCC(=O)N(Cc1cc(=O)[nH]c2ccccc12)c1ccccc1OC	0%	4	-6	36%[activator]	-11%	0%	3
COc1cccc(NC(=O)C2CCCCC2)c1	-12%	29*	44*	?	-21%	0%	33
CC(C)(C)c1ccc(C(=O)Nc2ccc([N+](=O)[O-])cn2)cc1	-4%	58*	76*	-10%	-13%	1%	-25
CCOc1cc(-c2nc3ccccc3s2)ccc1O	7%	56*	65*	7%	-1%	1%	72
N#C/C(=C/c1cccc([N+](=O)[O-])c1)C(=O)Nc1ccccc1O	8%	13*	22	67%[activator]	-40%	-13%	32
COc1ccc2ccccc2c1CNC(C)CCc1ccccc1 (stereo unspecified)	2%	-3	-3	-13%	18%	-25%	-23
CCOc1cccc(-c2cc(C(=O)N3N=C(C)CC3(O)C(F)F)c3ccccc3n2)c1 (stereo unspecified)	-4%	13	-4	6%	-6%	-1%	17
O=C(C1=C(O)C(=O)N(CCN2CCOCC2)C1c1ccc(Cl)cc1)c1cc2ccccc2o1 (stereo unspecified)	-1%	12	1	4%	13%	·	13
COc1cccc(C2CCCN2Cc2nc(-c3sccc3C)oc2C)c1 (stereo unspecified)	4%	1	-3	-3%	29%	-1%	-18
CN(C)CCOC(=O)c1ccc2c(c1)S(=O)(=O)c1ccccc1C2=O	0%	2	-2	-8%	-4%	-3%	-11
CCN1CCN(c2nc3c(c(=O)n(C)c(=O)n3C)n2CCSc2ncccn2)CC1	0%	-2	-14	-2%	-19%	3%	21
CC(C)(C)c1ccc(/C=C/C(=O)O)s1	-8%	21	3	0%	-28%	4%	-27
Cc1cc(C)cc(C(=O)NC2C(=O)N3C(C(=O)O)=C(CSc4nnc(C)s4)CSC23)c1 (stereo unspecified)	?	0	-8	-4%	-29%	?	32
CCC(=O)Nc1ncc2c(n1)CC(c1ccco1)CC2=O (stereo unspecified)	-1%	-4	-3	-20%	-5%	-17%	8
Cc1ccccc1-n1c(SCC(=O)c2cc(C)n(C)c2C)nnc1-c1cccnc1	-3%	5	-8	-15%	118%[activator]	-7%	·
CCn1nc(-c2cccs2)nc2c(=O)n(C)c(=O)nc1-2	-7%	26*	26*	0%	-12%	·	·
CCCc1nc(SCC(=O)N2CCN(c3ccccc3)CC2)c2c(=O)n(C)c(=O)n(C)c2n1	-2%	-3	-1	6%	-20%	1%	9
CN1C(=O)C(CC(=O)NCCc2ccccc2)N(NC(=O)c2ccc(Cl)cc2)C1=S (stereo unspecified)	5%	-1	7	66%[activator]	27%	-5%	-74*
CCOC(=O)Nc1cccc2ccccc12	-6%	6	12	21%	14%	-8%	?
CC(C)(C)c1cc(C(=O)Nc2ccc(F)cc2)n(Cc2ccc(F)cc2)n1	-6%	26*	43*	13%	-33%	-9%	-92*
COc1ccc(-c2noc(N3CCC(C(=O)N4CCN(c5ccccn5)CC4)CC3)n2)cc1	0%	1	23	-14%	149%[activator]	0%	-83*
Cc1cc(=O)oc2cc(OC(=O)c3ccco3)ccc12	-2%	4	-2	-1%	-17%	-3%	-19
Nc1ncncc1-c1ccc(Cl)cc1	4%	-4	4	-3%	-13%	6%	1
CC(C)Oc1cccc(C(=O)NC(=S)N2CCN(c3ccc(C(F)(F)F)cc3[N+](=O)[O-])CC2)c1	-9%	10	-15	-2%	-17%	6%	-22
COc1ccc(/C(O)=C2/C(=O)C(=O)N(CCCN(C)C)C2c2cccnc2)cc1 (stereo unspecified)	-11%	4	-10	·	-11%	-3%	·
O=C1CN(C(=O)COc2ccc([N+](=O)[O-])cc2Cl)c2ccccc2N1	0%	·	·	0%	-36%	·	-34
O=C(c1cc(-c2ccncc2)nc2ccccc12)N1CCN(S(=O)(=O)/C=C/c2ccccc2)CC1	9%	0	-18	12%	138%[activator]	7%	16

From PubChem
